High-throughput results deposited in PubChem BioAssay by The Scripps Research Institute Molecular Screening Center.
LEDGF integ inh = blockers of LEDGF/p75-dependent integrase strand transfer – biochemical, TR-FRET, high throughput, primary screen; 0.64% of 370,000 active; TR-FRET IN-LEDGF/p75 DNA integration, Eu/Cy5; inhibition, % at 3.7 µM; AID 743269, 2014;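 active means inhibition above the screen-wide mean plus 3 SD, cut at about 13% in these data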;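 further: signal is the Cy5 over europium emission ratio at 671 and 618 nm; 0% = plate median of compound wells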
PG9 Ab binder = binders of HIV-1 gp120 antibody PG9, primary screen, biochemical, TR-FRET | 0.43% of 360,000 active | TR-FRET gp120-PG9 antibody binding | HIV-1 gp120 / PG9 antibody interaction | AID 624416, 2012 | inhibition, % at 6.7 µM; in the data active means inhibition above about 8.5%
Tn7 DDE FP = inhibitors of Tn7 peptide binding to fibrin DD(E), primary screen, biochemical, fluorescence polarization, human fibrin, Tn7 probe. Fibrinogen beta chain (Homo sapiens), P02675. FP displacement of FITC-Tn7 peptide from fibrin DD(E); 0% = median of compound wells per plate. inhibition, % at 8.3 µM. 0.13% of 370,000 active;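 active means inhibition above the mean of compounds falling within the control limits plus 3 SD of them, cut at about 14% in these data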;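 further: 0% = plate median of compound wells and 100% = 10 µM Aha-Tn7 peptide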
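Assay system: human fibrin DD(E). Input: DD(E) 2 µM final. Medium: Tris buffer with calcium and detergent, pH 7.8. Compound dosing: single point at 8.3 µM. Timing: 10 min plus 3 h, room temperature. Technique: fluorescence polarization of the labelled Tn7 tracer. Read-out: percent inhibition. Replicates: singlicate testing.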
UHRF1 binding = UHRF1 methylated DNA binding inhibitors, primary screen, counter-screen for MBD2 inhibitor project, biochemical, TR-FRET, human UHRF1, single concentration; E3 ubiquitin-protein ligase UHRF1 (Homo sapiens), Q96T88; UHRF1 binding to methylated oligo; inhibition, % at 4.4 µM; 0.75% of 370,000 active; AID 687016, 2013; in the data active means inhibition above about 21%;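 further: UHRF1 SRA domain binding a hemimethylated CpG hairpin DNA probe; 0% = median of test compound wells and 100% = reference inhibitor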
TDP2 absorb = human TDP2 enzyme inhibitors, primary screen, biochemical, epi absorbance, recombinant enzyme. inhibition, % at 12.8 µM. T5PNP hydrolysis, p-nitrophenol absorbance 415 nm. AID 720702, 2013. 0.34% of 370,000 active. Tyrosyl-DNA phosphodiesterase 2 (Homo sapiens), O95551;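 active means inhibition above the mean of all tested compounds plus 3 SD, set per campaign, cut at about 25% in these data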;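 further: 0% = DMSO with enzyme and 100% = buffer with substrate but no TDP2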
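Test system: Human TDP2 enzyme | Reagent: 5 mM T5PNP | Compound dosing: 12.8 µM single point, 1% DMSO | Incubation: Enzyme reaction with compound for 2 h at 37 °C | Technique: p-Nitrophenol epi absorbance | Read-out: % inhibition relative to enzyme-containing and enzyme-free wells | Benchmarks: High control without enzyme, low control DMSO plus TDP2 | Replicates: Singlicate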
PRMT1 FP inh = PRMT1 methyltransferase inhibitors, primary screen, biochemical, fluorescence polarization | 1.3% of 370,000 active | recombinant PRMT1, activity-based probe fluorescence polarization | inhibition, % at 2.79 µM | Protein arginine N-methyltransferase 1 (Homo sapiens), Q99873;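 active means inhibition above about 21% made by adding two undisclosed values, limit read from the data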
Target sequence (Q99873 whole entry, looked up): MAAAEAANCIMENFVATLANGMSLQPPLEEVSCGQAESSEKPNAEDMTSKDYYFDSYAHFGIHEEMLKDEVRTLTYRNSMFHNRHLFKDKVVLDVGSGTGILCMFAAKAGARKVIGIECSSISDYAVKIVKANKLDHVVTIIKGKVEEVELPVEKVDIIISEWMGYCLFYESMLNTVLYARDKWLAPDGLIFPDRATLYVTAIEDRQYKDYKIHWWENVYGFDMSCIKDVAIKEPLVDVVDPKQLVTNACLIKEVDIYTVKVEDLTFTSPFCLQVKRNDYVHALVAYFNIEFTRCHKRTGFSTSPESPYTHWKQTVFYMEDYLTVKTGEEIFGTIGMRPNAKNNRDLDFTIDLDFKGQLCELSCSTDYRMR
SIAE primary = human SIAE inhibitors, primary screen, biochemical, fluorescence polarization, FP-Rh probe, 1536-well HTS; AID 1053197, 2014; Sialate O-acetylesterase (Homo sapiens), Q9HAT2; 0.69% of 370,000 active; SIAE FP-Rh probe binding; inhibition, % at 9.66 µM;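 active means inhibition above a cutoff: mean of compounds within the control limits plus 3 SD of those, cut at about 17% in these data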;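 further: 0% = plate median of compound wells and 100% = probe without SIAE protein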
Target sequence (Q9HAT2 whole entry, looked up): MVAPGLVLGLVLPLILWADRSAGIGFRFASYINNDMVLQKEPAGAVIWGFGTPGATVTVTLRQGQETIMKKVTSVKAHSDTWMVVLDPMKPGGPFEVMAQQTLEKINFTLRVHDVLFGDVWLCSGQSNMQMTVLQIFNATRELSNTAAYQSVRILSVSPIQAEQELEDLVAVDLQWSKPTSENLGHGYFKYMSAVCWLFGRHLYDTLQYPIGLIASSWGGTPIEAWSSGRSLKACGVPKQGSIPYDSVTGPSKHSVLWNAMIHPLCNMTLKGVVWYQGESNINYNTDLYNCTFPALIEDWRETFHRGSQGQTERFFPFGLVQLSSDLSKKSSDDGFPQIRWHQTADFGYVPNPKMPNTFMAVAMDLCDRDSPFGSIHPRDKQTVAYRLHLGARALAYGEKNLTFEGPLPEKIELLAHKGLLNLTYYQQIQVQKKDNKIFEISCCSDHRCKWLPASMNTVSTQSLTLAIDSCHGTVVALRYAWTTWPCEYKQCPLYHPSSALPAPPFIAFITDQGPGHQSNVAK
HTRA1 inhibitor = HTRA1 serine protease inhibitors, primary screen, biochemical, fluorescence polarization, HTS; 0.5% of 340,000 active; recombinant HTRA1, FP-rhodamine activity-based probe; AID 504803, 2011; inhibition, % at 5.96 µM; in the data active means inhibition above about 36%;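 further: 0% = enzyme with DMSO and 100% = wells lacking enzyme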
TCR-CD3 inh = inhibitors of human TCR-CD3 interaction, primary screen, biochemical, fluorescence, TAMRA-labeled TCR probe | inhibition, % at 9.4 µM | T-cell receptor (TCR) | 0.37% of 360,000 active | AID 651800, 2012; in the data active means inhibition above about 19%;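 further: recombinant mutant TCR 2C K166C tagged with TAMRA read by polarization; 0% = receptor in buffer alone and 100% = receptor with positive control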
ABHD4 inh = ABHD4 inhibitors, primary screen, biochemical, fluorescence polarization, mouse. purified mABHD4, FP-Rh probe fluorescence polarization. 0.54% of 370,000 active. AID 720543, 2013. inhibition, % at 8.92 µM;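 active means inhibition exceeding the mean over every tested compound plus 3 SD, cut at about 30% in these data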;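 further: 0% = plate median of compound wells and 100% = S159A mutant with DMSO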
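System: mouse ABHD4 enzyme, wild type / Medium: HEPES pH 7.0, NaCl, Pluronic buffer / Reagent: FP-Rh activity-based fluorescent probe / Control set: S159A mutant high control, sample median low control / Detection: fluorescence polarization with parallel and perpendicular emission, 525/598 nm / Schedule: 45 min + 60 min at 25 °C / Compound dosing: 8.92 µM, single dose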
Starred values were filed as active, the others as inactive; nt = not tested or not shown. Rows are unselected; overall some 4.2% were active at least once.

Sample of the layout:
SMILES | LEDGF integ inh | PG9 Ab binder | Tn7 DDE FP | UHRF1 binding | TDP2 absorb | PRMT1 FP inh | SIAE primary | HTRA1 inhibitor | TCR-CD3 inh | ABHD4 inh
O=C(NCc1cccc(Cl)c1)c1cc(COc2ccc3ncccc3c2)on1 | 1 | -0.3 | 5 | 8 | 3 | 0 | -13 | -41 | 9 | -7
CCOc1ncccc1C(=O)OCC(=O)Nc1c(C)cc(C)cc1C | 1 | 0.4 | -14 | -1 | -6 | -1 | -2 | 6 | 2 | 0
COC(=O)c1c(NC(=O)CSc2nnnn2-c2ccc3c(c2)OCO3)sc(C)c1C | -3 | 0.7 | -2 | 1 | 6 | 2 | -4 | -4 | -1 | 4

Main list (from the top)
SMILES | LEDGF integ inh | PG9 Ab binder | Tn7 DDE FP | UHRF1 binding | TDP2 absorb | PRMT1 FP inh | SIAE primary | HTRA1 inhibitor | TCR-CD3 inh | ABHD4 inh
O=C(NCc1cccc(Cl)c1)c1cc(COc2ccc3ncccc3c2)on1 | 1 | -0.3 | 5 | 8 | 3 | 0 | -13 | -41 | 9 | -7
CCOc1ncccc1C(=O)OCC(=O)Nc1c(C)cc(C)cc1C | 1 | 0.4 | -14 | -1 | -6 | -1 | -2 | 6 | 2 | 0
COC(=O)c1c(NC(=O)CSc2nnnn2-c2ccc3c(c2)OCO3)sc(C)c1C | -3 | 0.7 | -2 | 1 | 6 | 2 | -4 | -4 | -1 | 4
COc1ccc(Cc2c(C3CCCCC3)nc3c4ccccc4ccn23)c(C)c1 | -2 | -1.8 | 7 | 7 | 0 | 2 | 1 | nt | -2 | -1
COC(=O)c1cc(OC)c(OC)cc1NC(=O)CN1CCOCC1 | 2 | -2.7 | 2 | -1 | -2 | 1 | -1 | -2 | 5 | 2
Cc1cc(C)nc(N2CCC(C(=O)Nc3ccc(Oc4ccccc4)cc3)CC2)n1 | -2 | -1.0 | 12 | 0 | -7 | 1 | -11 | -5 | 9 | -3
COc1ccc(-c2noc(CCN3C(=O)c4ccccc4C3=O)n2)cc1OC | 4 | 0.2 | -6 | -3 | -1 | -3 | 5 | 1 | 1 | -5
CCOc1ccccc1NS(=O)(=O)N(C)C | -5 | -0.2 | 0 | 0 | -12 | 5 | 2 | -9 | 4 | 0
CCCN1C(=O)c2ccccc2NC1c1ccc(Br)cc1 (stereo not given) | -2 | 2.1 | 4 | 1 | -10 | 3 | -4 | -6 | -1 | -7
COC(=O)C(F)(Sc1c(C)n(C)n(-c2ccccc2)c1=O)C(F)(F)F (stereo not given) | 4 | 0.1 | 4 | 18 | 1 | 6 | 1 | 4 | -4 | 7
CC(=O)Nc1ccc(NC(=O)Cn2cnc(S(=O)(=O)N3CCOCC3)c2)cc1 | -1 | -0.2 | 4 | -4 | -3 | -1 | 6 | 1 | 0 | 3
O=C1C=C(c2ccc(Oc3ccccc3)cc2)C[C@@H](c2ccc3c(c2)OCO3)C1 | 1 | -0.6 | 4 | -1 | 2 | 0 | -4 | -36 | 6 | -4
COc1ccc(CNC(=O)c2sccc2-c2ccccc2)cc1OC | 2 | -0.3 | -3 | -2 | -5 | -5 | -3 | -7 | 4 | -3
CCn1c(=O)cc(C(F)(F)F)[nH]c1=S | 3 | 0.5 | -2 | 4 | 1 | 0 | 8 | -1 | 7 | -4
C=CCOc1ccc(/C=C/C(=O)OCC(=O)N(C)CC(=O)Nc2ccccc2Cl)cc1 | -3 | -0.8 | 2 | -3 | 2 | -3 | -5 | -9 | 7 | -4
CCOc1ccc(CCNC(=O)COC(=O)CSc2ccccc2C)cc1OCC | -4 | -2.5 | -8 | 0 | -15 | -6 | -1 | 1 | 8 | 8
CCC(C)N(C(=O)c1csnn1)C(C(=O)NC1CCCC1)c1c(F)cccc1Cl (stereo not given) | 2 | 0.3 | -9 | 2 | -11 | -6 | -8 | 2 | 4 | -1
CCC(Oc1ccccc1)C(=O)Nc1ncc([N+](=O)[O-])s1 (stereo not given) | -8 | 0.1 | 6 | 2 | -5 | 2 | -5 | 3 | -6 | -8
C=CCNC(=O)CN(C(=O)Cc1ccc(Cl)cc1)c1cccc(Br)c1 | 4 | nt | -6 | -2 | -2 | -3 | -7 | nt | nt | -1
Cc1ccc(OC(C)C(=O)N(C)Cc2ccccc2)c([N+](=O)[O-])n1 (stereo not given) | -4 | 1.4 | 3 | -2 | -5 | 0 | 3 | 2 | 1 | 1
Cc1cc(C)c(S(C)(=O)=O)c(S(=O)(=O)c2ccc(Cl)cc2)n1 | -2 | -0.1 | 6 | -1 | 3 | -3 | 5 | -1 | 1 | 2
c1ccc(-c2csc(-c3ccncc3)n2)cc1 | 8 | -1.5 | -1 | -2 | -11 | -3 | 0 | -4 | -1 | -8
Cn1cnnc1SCC(=O)Nc1ncc(C(F)(F)F)cc1Cl | 0 | -0.6 | 0 | 5 | 5 | 2 | 0 | 9 | 4 | 4
CC(=O)c1ccc(OCc2cc(C(=O)N3CCCCCCC3)no2)cc1 | 1 | 0.1 | 0 | -1 | -10 | -1 | 5 | -6 | 0 | -3
CN(C1CCCCC1)S(=O)(=O)c1ccc(C(=O)O)cc1 | 1 | 2.3 | -4 | 4 | -1 | 5 | 8 | 0 | -2 | -4
Nc1c(C(=O)NCCN2CCOCC2)c2nc3ccccc3nc2n1CCc1ccccc1F | 0 | -0.3 | -1 | -2 | -1 | 0 | 0 | -19 | 2 | 4
Nc1nc2c(c3c1c(=O)oc1ccccc13)CCCCC2 | -1 | 0.3 | 8 | 1 | 9 | -3 | 0 | -5 | 4 | 0
COc1ccc(C2NC(=O)NC(C)=C2C(=O)Nc2cc(C)ccc2C)cc1OC (stereo not given) | -3 | -0.9 | -4 | 2 | 3 | 0 | -4 | -2 | 0 | 7
COc1ccc(CCC(=O)N2CCN(C3CCCCC3)CC2)cc1 | -2 | -3.1 | 0 | -2 | 5 | 0 | -3 | 2 | 8 | 1
COCCCn1c(SCC(=O)NC2CCS(=O)(=O)C2)nnc1-c1ccc(Cl)cc1 (stereo not given) | 1 | -0.1 | 1 | 3 | -6 | -2 | 9 | 3 | -3 | -2
O=C(CC(C(=O)O)c1ccccc1)Nc1cccc2ccccc12 (stereo not given) | 1 | 0.0 | 13 | -2 | -9 | -3 | -3 | 5 | -2 | 6
COc1ccc([C@H]2CC(=O)C=C(c3ccc(Br)c4ccccc34)C2)cc1 | 2 | -1.2 | -11 | 4 | -3 | 1 | -8 | -59 | -3 | -9
CC(=O)NCCC(=O)N(Cc1ccccc1)c1nc2c(C)cccc2s1 | 1 | 1.0 | -2 | -2 | -2 | 0 | -1 | -11 | 6 | -9
C=CCN(C(=O)CSc1nc2ccsc2c(=O)n1Cc1ccccn1)c1ccccc1 | -2 | 0.0 | 3 | 4 | -2 | 12 | 5 | -3 | -8 | 0
COc1ccccc1-c1cc(C(=O)Nc2ccccc2SC)no1 | 3 | -1.7 | -5 | -1 | 8 | 1 | -2 | -7 | -1 | 0
CCOC(=O)c1c(NC(=O)COC(=O)c2ccc(O)cc2)sc(C(=O)NC)c1C | 2 | -0.5 | -1 | 3 | -4 | 2 | -30 | 3 | -7 | -1
CSCCC(NS(=O)(=O)c1cccs1)C(=O)NCc1ccccc1 (stereo not given) | 2 | 1.7 | 2 | -5 | 9 | -1 | -3 | 0 | 0 | -5
CCOC(=O)[C@@H]1[C@H]2COc3ccc(Br)cc3[C@@H]2N2C(=O)N(c3ccc(Br)cc3)C(=O)[C@@]12C | 0 | -2.2 | -1 | 0 | 2 | -3 | -3 | -3 | 4 | 0
CCC(Sc1nc2ccccc2o1)C(=O)O (stereo not given) | -1 | -1.3 | -2 | 4 | -9 | 8 | -3 | -4 | 8 | 0
Cc1cccc(COC[C@H](Cc2ccccc2)N2CCN(C(=O)c3cc(Cl)cc(Cl)c3)CCC2=O)c1 | -3 | 2.0 | 9 | 3 | -4 | 0 | 0 | nt | -12 | -13
Cc1cc(NC(=O)c2ccc(Cl)cc2)cc(C)c1OCC(=O)N1CCOCC1 | -5 | -0.4 | 2 | 4 | 1 | 1 | -8 | -5 | -10 | -1
Cn1nccc1-c1ccc(C(=O)NCc2ccco2)c2occc12 | 0 | 1.5 | 4 | -3 | 3 | -1 | 2 | nt | -8 | 3
COc1ccccc1-n1cnc2cc(C(=O)NCCCN3CCOCC3)ccc21 | 4 | -1.4 | 4 | -1 | -5 | -1 | -2 | 2 | -3 | -4
O=C(COc1cccnc1[N+](=O)[O-])Nc1ccc(Cl)cc1F | -2 | -0.3 | 4 | -2 | 11 | 4 | 6 | -2 | -4 | 6
CCOC(=O)c1[nH]c2ccccc2c1NC(=O)c1ccc(S(=O)(=O)N2CCCC2)cc1 | 1 | -0.7 | -1 | 0 | 3 | 3 | 1 | -5 | 0 | 1
COC(=O)CCC(=O)OC1(C)C(=O)C=C2C=C(C3CC3)N(CC3CC3)C=C2C1=O (stereo not given) | 9 | -4.2 | -3 | 3 | 28* | 9 | -3 | 5 | 7 | 9
Cc1occc1-c1nnc(SCC(=O)Nc2ccc3ncccc3c2)n1-c1ccccc1 | -1 | nt | 2 | -2 | 4 | 7 | -5 | nt | nt | -3
Cc1ccccc1-c1nc(CS(=O)(=O)CC(=O)NCc2ccc(F)cc2)c(C)o1 | 3 | 0.3 | -6 | 2 | -8 | -3 | -3 | -7 | -5 | 1
Cc1ccc(OCc2cc(C(=O)N(C)Cc3cnc4ccccn34)no2)cc1C | -3 | -0.7 | -2 | 1 | 2 | 2 | 7 | -4 | -6 | -5
Cc1cccc(C)c1NC(=O)N1CCC(c2nc3ccccc3o2)CC1 | -4 | 1.5 | 0 | 0 | -2 | 2 | 0 | 0 | -3 | 3
CCn1c(=O)[nH]n(C/C(C)=C\c2c[n+](Cc3ccc4c(c3)OCO4)c(N)[nH]2)c1=O | -1 | nt | 2 | 0 | 3 | 0 | -1 | nt | nt | -3
